FXIIa single: human FXIIa protease inhibitors, primary screen, biochemical, single well | Coagulation factor XII (Homo sapiens), P00748 | purified human FXIIa, AMC substrate fluorescence, 2 h | inhibition, % at 10 µM | 33,000 tested, 0.2% active | AID 701, 2007; in the data active = inhibition above about 30%;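 note: 0% = enzyme with vehicle only and 100% = no enzyme blank; many of its hits are not listed in these tables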
Target sequence (P00748 20-372 limits assumed): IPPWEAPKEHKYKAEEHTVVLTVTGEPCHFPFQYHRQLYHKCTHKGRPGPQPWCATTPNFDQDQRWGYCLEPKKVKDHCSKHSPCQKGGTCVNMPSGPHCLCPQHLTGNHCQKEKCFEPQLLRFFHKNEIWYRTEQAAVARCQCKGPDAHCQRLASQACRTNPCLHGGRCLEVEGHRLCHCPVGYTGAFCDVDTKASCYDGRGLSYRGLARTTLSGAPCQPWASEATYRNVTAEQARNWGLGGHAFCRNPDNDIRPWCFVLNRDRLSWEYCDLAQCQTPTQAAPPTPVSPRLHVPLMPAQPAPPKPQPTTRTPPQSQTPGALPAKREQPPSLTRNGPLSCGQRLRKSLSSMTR
Target sequence (P00748 373-615 limits assumed): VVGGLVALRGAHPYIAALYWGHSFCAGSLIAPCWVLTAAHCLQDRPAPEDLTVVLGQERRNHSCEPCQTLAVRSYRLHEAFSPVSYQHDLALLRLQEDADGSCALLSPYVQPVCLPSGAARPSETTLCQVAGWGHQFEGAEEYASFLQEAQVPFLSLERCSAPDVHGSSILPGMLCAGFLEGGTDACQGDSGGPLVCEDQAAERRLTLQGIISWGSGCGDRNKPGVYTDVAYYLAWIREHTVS
FXIa single inh: human FXIa protease inhibitors, primary screen, biochemical, single compound per well. 33,000 tested, 0.3% active. purified human FXIa, fluorogenic AMC substrate cleavage. Coagulation factor XI (Homo sapiens), P03951. inhibition, % at 10 µM. AID 687, 2007;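 active = inhibition above 40% in the primary screen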;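 note: 0% = enzyme without compound and 100% = blank wells lacking enzyme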
* hit, by the source's call.

FXIIa single	FXIa single inh	mol
-10	2	Cc1cccc2c1N(CCCOc1ccc(C(C)(C)C)cc1)C(=O)C2=O
7	-15	COC(=O)c1ccc(NC(=O)N2CCC(O)(c3cccnc3)CC2)cc1
4	-1	Cc1ccc(NCc2nnc(SCC(=O)c3ccccc3)n2Cc2ccco2)c(C)c1
-5	0	CN(Cc1ccco1)S(=O)(=O)c1ccc2c(c1)CCN2C(=O)CCC(=O)O
-3	-9	Cc1nc2ccc(NS(=O)(=O)c3c(C)c(C)cc(C)c3C)cc2s1
7	1	COC(=O)COc1nc(C)c(Br)c(OC)n1
15	-3	O=C(OC(C(=O)NCC1CCCO1)c1ccccc1F)c1ccco1 (stereo not given)
12	7	CCCn1c(C)cc(/C=C(\C#N)C(=O)OCC(=O)NC(=O)NC(C)(C)C)c1C
3	-2	CCCCOCCCNC(=O)c1ccc(OCC)cc1
2	0	COc1cc(C(=O)NCc2ccccn2)ccc1OCc1c(C)noc1C

The results go on:
FXIIa single	FXIa single inh	mol
3	-6	COc1ccccc1/C=C/C(=O)NCC(=O)N/N=C/c1cc(Br)ccc1OC
0	-3	Cc1c(C2(O)C(=O)Nc3ccc(F)cc32)c(=O)n(-c2ccccc2)n1C (stereo not given)
5	11	Cc1nnc(SCc2ccccc2)n1CC1CCCO1 (stereo not given)
3	11	O=C(CN1CCCCC1)Nc1ccccc1
13	2	OCCn1c(CSc2nc3ccccc3n2CCO)nc2ccccc21
3	-25	CCC(C)NC(=O)c1ccccc1NC(=O)Nc1ccccc1 (stereo not given)
7	4	Cc1ccc(C(CC(N)=O)c2ccco2)cc1 (stereo not given)
-10	0	COc1ccc(-n2nnnc2S(=O)(=O)Cc2ccc(C(=O)O)cc2)cc1
7	3	O=C1C2CC=CCC2C(=O)N1c1n[nH]c(-c2ccccc2)n1 (stereo not given)
-15	1	CCOC(=O)Cc1csc(NC(=O)c2c(-c3c(F)cccc3Cl)noc2C)n1

Sorted by count of non-hydrogen atoms (rising): part of the list above
FXIIa single	FXIa single inh	mol
5	11	Cc1nnc(SCc2ccccc2)n1CC1CCCO1 (stereo not given)
3	-25	CCC(C)NC(=O)c1ccccc1NC(=O)Nc1ccccc1 (stereo not given)
13	2	OCCn1c(CSc2nc3ccccc3n2CCO)nc2ccccc21
-15	1	CCOC(=O)Cc1csc(NC(=O)c2c(-c3c(F)cccc3Cl)noc2C)n1

(more compounds)
FXIIa single	FXIa single inh	mol
2	-7	COc1ccc(NCc2n[nH]c(=O)c3ccccc23)cc1
5	-14	Cc1ccc(NC2=NCC(=O)N2C2CCCC2)c(C)c1
7	-13	Clc1ccc(C(c2nnnn2CCc2ccccc2)N2CCSCC2)cc1 (stereo not given)
3	-2	CC1CCN(C(=O)CN(c2ccc3c(c2)OCO3)S(C)(=O)=O)CC1
-2	-9	Cc1coc(NC(=O)CSc2nc(-c3ccc(Cl)cc3)cc(C(F)(F)F)c2C#N)n1
3	5	O=C(NCc1ccccc1)Oc1cccc(Cl)c1
1	-1	Cc1ccccc1OCC(=O)Nc1ccccc1N1CCCCC1
10	1	O=C(NCCCN1CCOCC1)c1ccccc1
-3	-3	CCOc1cc(S(=O)(=O)NCCc2ccc(OC)c(OC)c2)c(OCC)cc1-n1cnnn1
-12	20	CC(=O)c1c(CC(=O)O)[nH]n(-c2nc3ccccc3s2)c1=O

Following part
FXIIa single	FXIa single inh	mol
5	-1	Cc1nc2c(c(-c3ccccc3)c1C#N)C(=O)c1ccccc1-2
-1	-3	CC(C)OC(=O)CSc1nnc(-c2cnccn2)n1-c1ccccc1
-15	22	COc1cc2cc(C(c3nnnn3C(C)(C)C)N3CCC(C)CC3)c(=O)[nH]c2cc1OC (stereo not given)
9	-1	CCOC(=O)C1=C(C)NC(SCC(=O)OC)=C(C#N)C1c1ccc(C(=O)OC)cc1 (stereo not given)
9	9	COc1ccc(C2NC(C(=O)O)Cc3c2[nH]c2ccccc32)cc1OC (stereo not given)
5	6	O=C(NCCCN1CCOCC1)c1cccs1
4	2	CCCn1nnc(NC(=O)c2cccnc2Cl)n1
11	3	Clc1ccccc1Cn1nnc2c(N3CCOCC3)nc(C3CC3)nc21
-15	0	Cc1cc(C)n(C(=O)COc2ccccc2C)n1
7	1	COC(=O)COc1ccc(S(=O)(=O)Nc2ccc(NC(C)=O)cc2)cc1

Other records
FXIIa single	FXIa single inh	mol
3	5	CCOc1ccc(S(=O)(=O)Nc2ccccc2SC)cc1
6	1	COc1cccc(-n2nnnc2SCC(=O)Nc2nc3c(s2)CCCC3)c1
3	-3	N#Cc1cc2c(nc1SCC(=O)O)CCCC2
12	8	NC(=O)c1ccccc1N/C=C/C(=O)c1ccc(F)cc1
3	1	CCOC(=O)c1cnc(SCC(=O)Nc2ccc(N3CCOCC3)c(Cl)c2)nc1N
1	6	O=C(O)CCc1ccc(S(=O)(=O)NCCc2ccccc2)cc1
-15	23	CS(=O)(=O)N(CC(=O)Nc1ccccc1C(=O)NCCc1ccccc1)c1ccc2c(c1)OCCO2
-17	-1	CCOC(=O)c1nnn(CC(=O)N2N=C(c3ccccc3)CC2c2ccccc2)c1C(=O)OCC (stereo not given)
5	2	O=C(CCN1CCc2ccccc2CC1)c1ccc2c(c1)OCCO2
3	-3	COc1ccc(C(=O)Nc2ccc(S(=O)(=O)Nc3cc(C)nc(C)n3)cc2)c(OC)c1

Remaining list, next part.
FXIIa single	FXIa single inh	mol
2	8	Cc1cc(C)c(-n2c(C)cc(/C=C3/NC(=O)NC3=O)c2C)c(C)c1
7	9	COc1ccc(/C=N/N=C2/NC(=O)C(c3ccccc3)(c3ccccc3)S2)cc1
-10	0	NNc1nc(Nc2ccccc2)nc(N2CCCCC2)n1
15	3	O=C(CSc1nc2ccccc2[nH]1)NCc1ccco1
1	5	CC(=O)c1c(C(C)=O)c(C)n(-c2ccc(N)c(C)c2)c1C
2	-6	Cc1cc(Cl)ccc1OCCCC(=O)NCC1CCCO1 (stereo not given)
8	-5	CC1(C)CC(NC(=O)c2cccc3ccccc23)CC(C)(C)N1
7	8	CCOC(=O)C1=C(N)n2c(s/c(=C/c3ccccc3)c2=O)=C(C(=O)OCC)C1c1ccccc1 (stereo not given)
12	0	COc1ccc(S(=O)(=O)N2CCC[C@H]2C(=O)NC2=NCCS2)cc1
4	3	CCOc1ccc(OCC(=O)NCCc2nc3ccccc3[nH]2)cc1

Reformatted as tab-separated lines: entries from further up.
Molecule	FXIIa single	FXIa single inh
Cc1nc2ccc(NS(=O)(=O)c3c(C)c(C)cc(C)c3C)cc2s1	-3	-9
COC(=O)COc1nc(C)c(Br)c(OC)n1	7	1
O=C(OC(C(=O)NCC1CCCO1)c1ccccc1F)c1ccco1 (stereo not given)	15	-3
CCCn1c(C)cc(/C=C(\C#N)C(=O)OCC(=O)NC(=O)NC(C)(C)C)c1C	12	7

Carrying on.
FXIIa single	FXIa single inh	mol
-1	-4	CCCCCCC(=O)Nc1nnc(CC)s1
3	1	COC(=O)c1ccc(NC(=O)CSCc2ccc(C)cc2)cc1
0	-1	Cc1cc(C(=O)O)c(CSCc2cc(C(=O)O)oc2C)o1
5	-2	CCCNS(=O)(=O)c1ccc(OCC(=O)NCCCOC)cc1
9	1	COc1cc2ccccc2cc1C(=O)Nc1cccnc1
14	-11	NC(=O)C1CCN(C(=O)c2ccco2)CC1
0	2	O=C(Cc1ccsc1)NCC(c1ccco1)N1CCCCC1 (stereo not given)
3	-7	CC(NC(=O)Cn1nc(-c2ccccc2)c2ccccc2c1=O)c1ccccc1 (stereo not given)
-15	5	CC1CCCCN1S(=O)(=O)c1ccc(S(=O)(=O)NCCc2ccncc2)cc1 (stereo not given)
1	3	CCS(=O)(=O)n1nc(-c2ccc(Cl)cc2)nc1SC

The list goes on:
FXIIa single	FXIa single inh	mol
3	-7	COC(=O)CSc1nnc(C)c(=O)[nH]1
2	-6	c1ccc2c(c1)nc(N1CCN(C3CCCCC3)CC1)c1nnnn12
3	-5	O=C(CSc1nnc(COc2ccccc2)n1-c1ccccc1)c1ccccc1
5	5	CCCc1nc2ccccc2n1CCOc1ccccc1
9	-7	C/C(=N\NC(=O)Cc1cccn1C)c1ccc2ccccc2c1
3	-6	CCCN(CCC)Cc1cc2ccccc2c2c1COC2
-5	-4	O=C(Nc1ccccn1)c1ccc(COc2ccccc2Cl)o1
4	-10	Cc1ccnc(NS(=O)(=O)c2ccc(NC(=O)C34CC5CC(CC(C5)C3)C4)cc2)n1
3	11	COCc1cc(=O)[nH]c(Nc2nc(C)c3ccccc3n2)n1
0	4	Cc1nc2ccccc2c(=O)n1NC(=O)C1CCCCC1

Single records, from the list above:
COc1cc(C(=O)NCc2ccccn2)ccc1OCc1c(C)noc1C as listed: FXIIa single = 2; FXIa single inh = 0
O=C(CCN1CCc2ccccc2CC1)c1ccc2c(c1)OCCO2 as listed: FXIIa single = 5; FXIa single inh = 2

Following part
FXIIa single	FXIa single inh	mol
8	5	CCN(CC)C(=O)CSc1nnc(-c2ccccc2)o1
6	8	C/C=C(/C(=C/C)c1ccc(O)cc1)c1ccc(O)cc1
7	1	Cc1cc(C)c2nc(C(F)(F)F)c(C#N)c(N)c2c1
6	9	COc1cc2ccccc2cc1C(=O)O
2	-10	COc1ccc(C(=O)N(Cc2ccccc2)Cc2cc3cc4c(cc3[nH]c2=O)OCCO4)cc1
-2	-3	COc1ccc2oc(=O)c(C(=O)NCc3ccc4c(c3)OCO4)cc2c1
5	-6	CCCS(=O)(=O)N1CCCC(c2nc(-c3cccc(OC)c3)no2)C1 (stereo not given)
-3	-3	Cc1ccc(NC2=C(Cl)C(=O)OC2OC(=O)c2ccco2)cc1 (stereo not given)
3	7	CCCCCCNc1cc2n(c(=O)n1)CCc1cc(OC)c(OC)cc1-2
10	-10	COc1ccc(NC(=O)Nc2ccc3nc(C)c(C)nc3c2)cc1

Next part.
FXIIa single	FXIa single inh	mol
6	3	COc1cc(OC)cc(C(=O)Nc2ccc3c(c2)COC3=O)c1
1	-6	COc1cc2c3c(c1)c(C1=NC(=S)NC1=O)c(O)n3C(C)(C)C=C2C
3	-2	Cc1cc(NC(=O)CN2CCN(S(=O)(=O)c3ccc4ccccc4c3)CC2)no1
5	-10	CCOc1cc(S(=O)(=O)N(CC)CC)ccc1F
7	-12	CCCC1S/C(=N/N=C/c2ccc(OC)cc2)N(Cc2ccccc2)C1=O (stereo not given)
8	-2	Cn1c(=O)c2c(nc(SCc3ccccc3)n2Cc2ccc(Cl)cc2)n(C)c1=O
1	0	COc1ccc(CCNS(=O)(=O)c2cn(C)c(=O)n(C)c2=O)cc1
2	10	Cc1ccc(-n2c(-c3cccc(C)c3)n[nH]c2=S)cc1
1	2	O=C(Cn1cc(C(=O)C2CC2)c2ccccc21)NCC1CCCO1 (stereo not given)
-3	3	N/C(=N\OC(=O)Nc1ccc(Cl)c(Cl)c1)c1ncc(C(F)(F)F)cc1Cl

(continued)
FXIIa single	FXIa single inh	mol
-1	-4	COc1ccc(NC(=O)Nc2cc(C)ccc2F)cc1
3	0	O=C(CCOc1ccccc1)N1CCN(S(=O)(=O)c2cccs2)CC1
5	1	C=CCOc1ccc(Oc2cc(C)nc(SC)n2)nn1
5	0	Cc1ccc(Cl)cc1N1CCN(C(=O)CCC(=O)O)CC1
10	6	CCOC(CNC(=O)CCc1c(C)nc2nc(C)nn2c1C)OCC
5	-3	O=c1[nH]nnc2sc3c(c12)CCCC3
-12	32	COc1cc(Nc2ccc(C)cc2)c([N+](=O)[O-])nc1[N+](=O)[O-]
2	0	Cn1c(=O)c2c(nc(SCC(=O)N3CCc4ccccc43)n2Cc2ccc(F)cc2)n(C)c1=O
5	7	CC1Cc2ccccc2N1C(=O)CSc1nnc(CSc2ncccn2)n1C (stereo not given)
1	-9	CCN(CC)CC(=O)Nc1ccc2c(c1)Nc1ccccc1CC2

(cont.)
FXIIa single	FXIa single inh	mol
9	-9	COc1cccc(OCCCCN2CC(C)OC(C)C2)c1 (stereo not given)
4	9	Cc1nc(SC(C(=O)c2ccccc2)c2ccccc2)n[nH]1 (stereo not given)
3	-5	Cc1nc(SC2C=CS(=O)(=O)C2)n[nH]1 (stereo not given)
-16	0	Fc1ccccc1CSc1nnc(-c2cnccn2)n1Cc1ccco1
18	-5	O=c1c(-c2ccnn2-c2cccc(Cl)c2)cnc2n1CCS2
4	-3	Cc1cc(C(=O)N2CCN(Cc3ccccc3)CC2)on1
-2	-4	CCCCCn1c(=O)[nH]c2cc(C(=O)N3CCN(Cc4ccc5c(c4)OCO5)CC3)ccc2c1=O
-2	-9	CCOC(=O)N1CCN(Cc2nc(-c3ccc(Cl)cc3)no2)CC1
11	2	Cc1ccc(-c2c(C)n([O-])c3c([n+]2=O)CCCC3)o1
4	-2	O=C(Nc1ccccc1N1CCN(c2ccccc2)CC1)C12CC3CC(CC(C3)C1)C2

(list continues)
FXIIa single	FXIa single inh	mol
10	1	CSCCC1NC2(C(=O)Nc3c(Cl)cccc32)[C@@H]2C(=O)N(C3CCCC3)C(=O)[C@H]12 (stereo not given in full)
8	8	Cc1cc(NC(=O)c2cc(C(C)C)on2)nn1Cc1ccc(Cl)cc1
4	3	COc1ccc(C(C)(C)C)cc1NC(=O)COC(=O)c1cnc(C)cn1
1	42*	CCN(CC)CCNC(=O)C(C)c1nn(C)c(=O)c2ccccc12 (stereo not given)
3	1	CCOC(=O)N1CCN(Cc2cn3ccccc3n2)CC1
7	-5	Cc1nn(-c2ccc(F)cc2)c(Cl)c1/C=C(\CC(=O)O)c1nc2ccccc2s1
7	2	CCOC(=O)CC1=CC(C)(CC(=O)OCC)C(C#N)(C#N)C(N)=C1C#N (stereo not given)
3	3	N#Cc1c(-c2ccc(Cl)cc2Cl)nc2n(c1=O)CCS2
-17	4	CCc1nn(CC(=O)N2CCN(Cc3ccc4c(c3)OCO4)CC2)c(=O)c2cc3occc3n12
-14	18	COc1cc(C2C(C#N)=C(N)N(c3cccnc3)C3=C2C(=O)CC(C)(C)C3)ccc1O (stereo not given)
3	1	CSc1nc(SCC(=O)NC(c2ccccc2)c2ccccc2)c2c3c(sc2n1)CN(C)CC3
-12	-1	CCc1nnc(SCc2ccc(CSc3nnc(CC)n3N)cc2)n1N

A portion of the library; the hit share may differ from the screen's.
